Growth percent in the NCI-60 one-dose screen (48 h, 10 µM unless noted): 100 = growth as untreated, 0 = no growth, -100 = all killed.
SF-268: SF-268 CNS cancer cells | actives 3.1% (n = 82,000) | AID 1794759
HCT-116: HCT-116 colon cancer; actives 7.3% (n = 82,000); AID 1794798
SNB-19: SNB-19 CNS cancer cells. actives 2.5% (n = 81,000). AID 1794751
HCC-2998: HCC-2998 colon cancer; actives 4.7% (n = 79,000)
SNB-75: SNB-75 CNS cancer | actives 5% (n = 79,000)
KM12: KM12 colon cancer cells; actives 5% (n = 82,000)
U251: U251 CNS tumor cells. actives 5.4% (n = 80,000)
SF-295: SF-295 CNS cancer cells. actives 5.6% (n = 79,000). AID 1794758
SF-539: SF-539 CNS cancer | actives 6.8% (n = 81,000) | AID 1794752
The depositor's hits bear a star; x = no result given; [ ] = remark or other dose. Rule for the calls: active = growth percent below 10; inactive = the rest.

SMILES	U251	KM12	SF-539	SNB-75	SF-295	SF-268	HCT-116	SNB-19	HCC-2998
COc1ccc(C2C(C#N)=C(N)Oc3c2c(C)nn3-c2ccc(Cl)cc2)cc1 (centres undefined)	100	103	96	84	105	98	99	97	110
C=CCN1C(=O)/C(=C/c2cccs2)SC1=Nc1ccc(Cl)c(Cl)c1	98	96	101	106	103	107	92	101	95
O=c1[nH][nH]c(Nc2ccccc2)c1N=Nc1ccc(Cl)cc1	105	89	104	109	110	85	88	100	105
CCOC(=O)n1cc(-c2nonc2-c2cn(C)c3ncccc23)c2cc(Br)ccc21	95	98	91	80	98	90	100	97	96
Cc1nc(/N=C(/N)N(C)C)[nH]c(=O)c1C	x	106	99	89	100	100	104	100	128
Nc1cccc2c1CN(C1CCC(=O)NC1=O)C2=O (centres undefined)	97	98	95	88	116	102	114	89	x
CC(=C1C(=O)NC(=S)NC1=O)c1cc2ccccc2o1	105	97	110	81	102	105	87	105	102
C(=C1c2ccccc2-c2ccccc21)c1ccccn1	50	40	72	62	71	83	44	74	81
Cc1nc2c(cnn2-c2ccccc2)c(=O)n1-c1ccc(NC(=O)c2ccc(F)cc2)cc1	81	64	85	65	40	89	48	80	80
S=C1CC(=S)NC(=S)N1	103	99	x	93	116	102	105	96	104
CN(C)/C=C1\CC2C(=O)N(Cc3ccc(Cl)cc3Cl)C(N(C)C)N2C1=O (centres undefined)	91	104	95	104	100	100	82	100	113
O=C1Cc2cc(-c3ccc4ncnc(N5CCc6cc(F)c(Cl)cc65)c4c3)cnc2N1	94	98	92	46	95	77	96	81	91
CCCC(CC)N(c1ccc(Cl)cc1)c1nc(-c2ccc(Br)cc2)cs1 (centres undefined)	90	75	89	103	97	83	67	104	92
NCCC[C@H](N)CC(=O)NC1CNC(=O)[C@H]([C@H]2C[C@H](O)N=C(N)N2)NC(=O)/C(=C/NC(N)=O)NC(=O)[C@H](CO)NC(=O)[C@H](CO)NC1=O (some centres undefined)	98	107	105	106	105	106	103	98	103
Cc1[nH]c(C2CC(c3ccccc3)=NN2C)c(C)c1C(=O)O (centres undefined)	95	105	102	86	99	97	105	96	97
NS(=O)(=O)c1ccc(Nc2nc(Nc3ccccc3)nc3nnc(SCC(=O)NC4CCCCC4)n23)cc1	104	102	96	115	105	106	100	101	109
NS(=O)(=O)c1ccc(Nc2nc(SCc3ccccc3)nc3ccccc23)cc1	60	28	49	71	60	73	53	78	83
C=CCCCCCCCCC1OCC(C)O1 (centres undefined)	90	102	96	86	98	99	89	95	106
COC(=O)/C(=C\c1ccc(OC)cc1)C(=O)N1c2ccccc2Sc2ccccc21	50	36	42	2.4*	39	55	23	67	87
CCOC(=O)C1=NC(Cc2ccccc2)C(=O)N(c2ccccc2)N1 (centres undefined)	105	104	97	95	90	102	105	102	107
COc1ccc(C(=O)c2sc3nc(-c4ccncc4)ccc3c2N)cc1OC	82	100	86	75	105	95	85	84	101
CCCCc1ccc(NC(=O)C(F)(F)F)cc1	97	97	100	102	105	84	106	106	106
Cc1[nH]c(C2CC(c3ccc(C(F)(F)F)c(F)c3)=NN2c2ccc(Cl)cc2)c(C)c1C(=O)O (centres undefined)	92	86	81	72	81	79	84	88	90
O=[N+]([O-])c1cnc(Nc2ccc(N3CCOCC3)nc2)nc1Oc1ccc(C(F)(F)F)cc1	100	85	101	88	98	89	97	98	103
COc1cc(C2CC(c3cc(OC)c(OC)c(OC)c3)=NN2C=O)ccc1OS(=O)(=O)c1ccc(C)cc1 (centres undefined)	84	113	97	87	103	97	87	97	103
O=C(CCCCCCc1nc2ccc(Br)cc2[nH]1)NO	-15*	-65*	18	-2.6*	-17*	11	-89*	1.9*	-52*
O=C(OC[C@H]1O[C@H](OC(=O)c2cc(O)c(O)c(OC(=O)c3cc(O)c(O)c(O)c3)c2)[C@H](OC(=O)c2cc(O)c(O)c(OC(=O)c3cc(O)c(O)c(O)c3)c2)[C@@H](OC(=O)c2cc(O)c(O)c(OC(=O)c3cc(O)c(O)c(O)c3)c2)[C@@H]1OC(=O)c1cc(O)c(O)c(OC(=O)c2cc(O)c(O)c(O)c2)c1)c1cc(O)c(O)c(OC(=O)c2cc(O)c(O)c(O)c2)c1	22	22	29	54	9.9*	27	11	37	1.8*
N#Cc1c(Nc2ccccc2)nn2c(-c3cccs3)ccnc12	96	106	96	98	93	111	105	96	109
O=C1/C(=N/O)Cc2ccccc21	x	92	116	82	95	109	99	105	101
Cc1cc(=O)n2c(C(=O)NN)nn(-c3ccc(S(N)(=O)=O)cc3)c2n1	98	102	101	105	104	99	106	104	107
O=C(Nc1ccc(F)cc1)c1n[nH]c2c1CCCCC2	91	93	90	88	103	106	105	94	107
O=C1C(=O)N(c2ccccc2)C(c2ccccc2)C1c1ccccc1 (centres undefined)	104	107	104	101	100	98	97	106	102
O=C(Nc1ccc(Cl)cc1F)c1cc(I)ccc1O	9.9*	62	16	17	48	17	21	19	82
CC12CCC3C4(C)COC(c5cccc([N+](=O)[O-])c5)OC4CCC3(C)C1CC(C1=CCOC1=O)O2 (centres undefined)	93	92	102	96	95	99	90	92	97
C#C[C@@]1(O)[C@@H](CO)O[C@@H](n2cnc3c(-c4ccccc4)ncnc32)[C@@H]1O	104	106	108	86	98	99	100	112	103
CCCCCCCCn1cc(C2=C(c3coc4ccc(OC)cc34)C(=O)NC2=O)c2ccccc21	97	104	96	85	97	97	104	108	104
CCOc1cc(CNc2ccc(N3CCOCC3)c(C(=O)O)c2)ccc1OC	103	100	104	108	104	98	119	95	100
Nc1ncnc2nc(N3CCCCC3)[nH]c12	89	100	103	89	100	91	94	105	101
O=C1c2ccccc2C(=O)c2c(N=Nc3sc(=O)[nH]c3O)cccc21	96	99	101	92	98	108	87	98	99
COc1cccc(C2C3=C(COC3=O)N(CCO)c3cc(OC)c(OC)cc32)c1 (centres undefined)	98	109	96	82	98	108	100	107	x

In the list so far, 2 contain a cyano group:
SMILES	U251	KM12	SF-539	SNB-75	SF-295	SF-268	HCT-116	SNB-19	HCC-2998
COc1ccc(C2C(C#N)=C(N)Oc3c2c(C)nn3-c2ccc(Cl)cc2)cc1 (centres undefined)	100	103	96	84	105	98	99	97	110
N#Cc1c(Nc2ccccc2)nn2c(-c3cccs3)ccnc12	96	106	96	98	93	111	105	96	109

The list continues.
SMILES	U251	KM12	SF-539	SNB-75	SF-295	SF-268	HCT-116	SNB-19	HCC-2998
CCCCNC(=O)Oc1ccc(/C(=C(\C)c2ccccc2)c2ccc(OCCN3CCCCC3)cc2)cc1	51	52	31	85	43	68	43	72	79
NS(=O)(=O)c1ccc(NC(=O)CSc2ccc(-c3ccc(Cl)cc3)nn2)cc1	59	96	88	101	88	89	95	74	122
C=C1CCOC2(C(O)C(C)(O)CO)NC(=O)C1(O)NC2=O (centres undefined)	91	104	92	46	97	126	105	108	113
CN(C)S(=O)(=O)n1cnc([C@@H]2c3c(ncn3S(=O)(=O)N(C)C)C[C@H]3Cn4c(=O)n(-c5ccccc5)c(=O)n4C[C@H]32)c1	100	101	98	92	100	96	100	99	100
CC(C)c1cccc(Br)c1	109	108	103	91	97	108	94	102	108
O=C(N(c1ccccc1)c1ccccc1)n1ccc2nc(Cl)nc(Cl)c21	60	56	68	38	74	66	50	58	92
NC(CCC(=O)OCc1ccccc1)C(=O)OCc1ccccc1 (centres undefined)	107	108	105	83	100	104	109	101	94
COc1cnc2c(c1)C(=O)c1c-2n(CCCNC(C)C)c(=O)c2cc(F)ccc12	-33*	-18*	-73*	-23*	-23*	4.2*	-77*	11	-50*
O=c1[nH]cc(S)c(=O)[nH]1	99	115	96	92	107	116	110	97	116
CCCCCC(=O)Oc1ccc(OCc2ccccc2)cc1	81	80	x	89	95	74	99	96	95
N#Cc1ncc(-c2ccc(F)c(F)c2F)c(NC2CCCCCC2)n1	59	74	94	72	98	67	73	79	96
Cc1cc(-c2ccc(N=Nc3c(S(=O)(=O)O)cc4cc(S(=O)(=O)O)cc(N)c4c3O)c(C)c2)ccc1N=Nc1cc(S(=O)(=O)O)c2ccccc2c1O	99	102	88	98	103	96	96	94	104
Clc1ccccc1/C=C1\c2ccccc2-c2nc3ccccc3nc21	95	120	109	92	100	113	92	109	48
Cc1ccc(NC(=O)NNC(=O)/C=C/c2cn(-c3ccccc3)nc2-c2ccccc2)cc1	96	107	107	105	97	103	97	91	116
Cc1[nH]c(C(=O)Nc2ccc(C(N)=O)cc2N2CCOC(C)C2)c(Cl)c1Cl (centres undefined)	99	104	96	62	103	99	92	93	105
Cc1ccc(-c2nn(-c3ccccc3)cc2/C=C/C(=O)OCc2cn(-c3ccc(C)cc3)nn2)cc1	97	93	95	x	85	89	88	85	91
CCOC(=O)CSC1=Nc2c(c(-c3ccccc3)cn2-c2ccc(C)cc2)C2=NCCN12	89	103	103	67	106	93	90	93	104
CC(=O)O[C@]1(C(C)=O)CC[C@H]2[C@@H]3C[C@H](Cl)C4=CC(=O)CC[C@]4(C)[C@H]3CC[C@@]21C	98	84	85	85	104	x	87	108	88
CC1CCc2c(sc3nc(Nc4ccccc4)sc(=O)c23)C1 (centres undefined)	108	97	105	x	107	110	104	108	108
NNC1C(=O)NC(c2cccc([N+](=O)[O-])c2)c2sc3c(F)cccc3c21 (centres undefined)	105	104	97	91	103	100	84	102	114

Filtered by structure: the entries above containing a CF3 group (3)
SMILES	U251	KM12	SF-539	SNB-75	SF-295	SF-268	HCT-116	SNB-19	HCC-2998
CCCCc1ccc(NC(=O)C(F)(F)F)cc1	97	97	100	102	105	84	106	106	106
Cc1[nH]c(C2CC(c3ccc(C(F)(F)F)c(F)c3)=NN2c2ccc(Cl)cc2)c(C)c1C(=O)O (centres undefined)	92	86	81	72	81	79	84	88	90
O=[N+]([O-])c1cnc(Nc2ccc(N3CCOCC3)nc2)nc1Oc1ccc(C(F)(F)F)cc1	100	85	101	88	98	89	97	98	103

The results go on:
SMILES	U251	KM12	SF-539	SNB-75	SF-295	SF-268	HCT-116	SNB-19	HCC-2998
CCOC(=O)c1ccc(NS(=O)c2ccccc2)cc1 (centres undefined)	96	99	99	80	94	97	94	104	111
Cc1ccccc1C(=O)Oc1ccc(Cl)cc1	97	101	97	89	104	106	93	103	103
CCC(C)[C@@H]1NC(=O)[C@@H]2CCCN2C(=O)[C@H](Cc2cc3ccccc3[nH]2)NC(=O)[C@@H]2CCCN2C(=O)[C@H](C(C)C)NC(=O)[C@H](Cc2ccccc2)NC(=O)[C@H](CO)NC1=O (some centres undefined)	104	101	97	103	107	101	93	97	97
O=C(/C=C/c1ccc(Cl)c(Cl)c1)Nc1ncc(Cc2ccc(Cl)c(Cl)c2)s1	58	13	60	95	7.6*	61	27	74	41
COc1cccc(CC(C)=C(c2ccc(OCCN3CCCCC3)cc2)c2ccc(OCCN3CCCCC3)cc2)c1	-84*	-31*	-96*	x	-62*	-19*	-65*	-9.7*	-69*
COc1cccc(C(=O)NNC(=O)c2ccc3ccccc3c2)c1	104	112	104	104	100	114	117	108	102
CCOC(=O)c1c2c(n(-c3ccc(C#N)cc3)c1-c1ccccc1)C=CCC2	100	92	114	84	86	97	66	98	91
COc1cc2ncnc(NC3CCC(O)CC3)c2cc1OC (centres undefined)	90	95	95	92	95	101	91	97	106
c1cc2c3c(c1)CCC3CCC2 (centres undefined)	97	111	102	76	x	112	100	110	106
O=C(NCCNC(=O)c1cccnc1)c1cccnc1	x	97	100	93	94	103	103	105	104
CC1CCCC(C)C1O (centres undefined)	108	108	95	81	130	103	100	100	x
Cc1ccc(NC(=O)CSc2nc3ccccc3c(=O)n2CCc2ccccc2)c(C(=O)O)c1	101	110	104	84	92	104	93	105	113
Cc1cc(Cc2cc(C)c(O)c(C(=O)O)c2)cc(C(=O)O)c1O	95	105	104	89	101	109	104	102	114
Nc1ncc(Sc2nc3ccc(Cl)cc3c(=O)n2Cc2ccccc2)s1	105	98	110	89	83	94	91	98	107
Cn1cccc([N+](=O)[O-])c1=O	101	102	99	88	x	101	92	97	91
CC(C)c1ccc(O)c(Cc2cc(C(C)C)ccc2O)c1	93	96	93	87	103	89	96	100	113
CNC(=O)c1cc(-c2ccc(NC(=O)Nc3ccc(F)c(C(F)(F)F)c3)cc2)nc2cccnc12	97[6.25 µM]	98[6.25 µM]	95[6.25 µM]	60[6.25 µM]	102[6.25 µM]	86[6.25 µM]	84[6.25 µM]	80[6.25 µM]	124[6.25 µM]
O=C(O)c1ccc(-n2cc(/C=N/Nc3c(F)c(F)cc(F)c3F)c(-c3ccc(F)c(F)c3)n2)cc1	76	80	86	93	58	96	72	87	83
Cc1c(C)c(C(=O)O)c(C)c(C)c1C(=O)O	98	104	102	74	110	119	99	108	100
O=c1cc(I)[nH]c(=O)[nH]1	102	104	95	91	103	99	95	98	x
COc1cccc(/C=C2\Cc3c(Br)cccc3C2=O)c1OC	106	91	89	82	92	94	90	93	103
O=C1c2cccc3cccc(c23)C(=O)N1N1C(=O)c2cccc3c(-c4ccc(Cl)cc4)ccc(c23)C1=O	103	98	102	84	105	102	102	103	110
CCCc1c(OC(=O)c2ccccc2)nc2[nH]c(=O)sc2c1C	98	101	99	89	102	97	98	96	94

Quoted at random: 2 compounds from above.
SMILES	U251	KM12	SF-539	SNB-75	SF-295	SF-268	HCT-116	SNB-19	HCC-2998
O=C1c2cccc3cccc(c23)C(=O)N1N1C(=O)c2cccc3c(-c4ccc(Cl)cc4)ccc(c23)C1=O	103	98	102	84	105	102	102	103	110
CCOC(=O)c1c2c(n(-c3ccc(C#N)cc3)c1-c1ccccc1)C=CCC2	100	92	114	84	86	97	66	98	91
